AmpC no deterg: AmpC beta-lactamase inhibition without detergent; AmpC nitrocefin hydrolysis, absorbance 480 nm, 0.0001% Triton; P00811; actives 0.52% (n = 330,000); Potency, µM (series often up to 57.1 µM), without a hit: at the highest dose activity change, negative = inhibition, usual class: inhibitors;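 note: potency is the fitted concentration of half-maximal effect; plate controls were no compound for no effect and no enzyme for full effect; nearly all actives have a fitted effect of over 20% in size; some results filed as inactive show a strong effect at the top dose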
Target sequence (P00811 whole entry, looked up): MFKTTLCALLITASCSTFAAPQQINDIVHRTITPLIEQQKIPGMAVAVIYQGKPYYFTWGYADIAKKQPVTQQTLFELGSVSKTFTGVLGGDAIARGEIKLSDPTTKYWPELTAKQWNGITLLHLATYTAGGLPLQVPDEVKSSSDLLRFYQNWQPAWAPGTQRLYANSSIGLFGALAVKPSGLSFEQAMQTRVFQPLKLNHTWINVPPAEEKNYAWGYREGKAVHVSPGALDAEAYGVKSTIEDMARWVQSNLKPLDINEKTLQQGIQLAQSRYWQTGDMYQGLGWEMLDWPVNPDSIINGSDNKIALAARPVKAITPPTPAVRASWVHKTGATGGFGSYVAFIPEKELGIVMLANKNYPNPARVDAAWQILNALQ
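AmpC (5.3 nM in the dispensed reagent) in 20 mM phosphate pH 7.0 with 0.01% (detergent screen) or 0.0001% Triton X-100 was preincubated with compounds for 15 min at room temperature. Nitrocefin was then added from an 800 uM solution, and hydrolysis was followed at 480 nm.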
AmpC detergent: AmpC beta-lactamase inhibition with detergent present | P00811 | AmpC hydrolysis of nitrocefin, absorbance 480 nm, 0.01% Triton | Potency, µM (highest dose often 114 µM), without a hit: at the top dose activity change, negative = inhibition, most hits filed as inhibitors | actives 0.041% (n = 370,000) | AID 485294;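 note: potency is the fitted concentration of half-maximal effect; 0% = no-compound wells and -100% = no-enzyme wells; nearly all actives have a fitted effect of over 25% in size; some results filed as inactive show a strong effect at the top dose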
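AmpC (5.3 nM in the dispensed reagent) in 20 mM phosphate pH 7.0 with 0.01% (detergent screen) or 0.0001% Triton X-100 was preincubated with compounds for 15 min at room temperature. Nitrocefin was then added from an 800 uM solution, and hydrolysis was followed at 480 nm.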
TbPYK inhibitor: T. brucei pyruvate kinase inhibition. Q57TT1. TbPYK enzyme, Kinase-Glo Plus ATP luminescence, 45 min. Potency, µM (highest dose often 76.8 µM), for the others: at the top dose activity, negative = inhibition, actives largely listed as inhibitors. actives 0.12% (n = 410,000). AID 624173; note: potency is the fitted concentration of half-maximal effect; nearly all actives have a fitted effect of over 50% in size
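In this concentration-response screen, enzyme-free wells defined baseline while DMSO plates tracked drift. Each reaction combined TbPYK, substrate, compound and 130 uM ADP for 45 min at room temperature. Kinase-Glo Plus luminescence gave the signal.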
HCMV antiviral: blocks human cytomegalovirus replication | activity change, negative = inhibition, % at 57.5 µM | HFF cells, HCMV-luciferase reporter, 72 h; active compounds read low | actives 4.5% (n = 410,000); in the data active = activity change below about -60%; inconclusive = no clear call, values can overlap the other calls; inactive = above about -39%
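Inhibition of viral replication was scored as loss of reporter luminescence in HFFs infected with HCMV-luciferase (MOI 1 PFU/cell) for 72 h; compounds tested at 2 doses, normalized to buffer and Salinomycin controls.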
Sm TGR inh: blocks Schistosoma mansoni thioredoxin glutathione reductase; Q962Y6; purified TGR, DTNB reduction, TNB absorbance 405 nm; actives 3% (n = 360,000); Potency, µM (series often up to 114 µM), for inactives: top-dose activity change, negative = inhibition, most hits filed as inhibitors; AID 485364; note: potency is the fitted concentration of half-maximal effect; nearly all actives have a fitted effect of over 60% in size
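Kinetic colorimetric format: TGR-catalysed, NADPH-driven DTNB reduction monitored via TNB absorbance. Enzyme dispensed at 20 nM; compound exposure 15 min at room temperature before reaction start.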
LmPK inhibitor: inhibitors of Leishmania mexicana pyruvate kinase; purified LmPK, Kinase-Glo ATP luminescence, 1 h; actives 0.37% (n = 290,000); Potency, µM (highest dose often 57.5 µM), without a hit: at the highest dose activity change, negative = inhibition, usual class: inhibitors; Q27686; note: potency is the fitted concentration of half-maximal effect
Target sequence (Q27686 whole entry, looked up): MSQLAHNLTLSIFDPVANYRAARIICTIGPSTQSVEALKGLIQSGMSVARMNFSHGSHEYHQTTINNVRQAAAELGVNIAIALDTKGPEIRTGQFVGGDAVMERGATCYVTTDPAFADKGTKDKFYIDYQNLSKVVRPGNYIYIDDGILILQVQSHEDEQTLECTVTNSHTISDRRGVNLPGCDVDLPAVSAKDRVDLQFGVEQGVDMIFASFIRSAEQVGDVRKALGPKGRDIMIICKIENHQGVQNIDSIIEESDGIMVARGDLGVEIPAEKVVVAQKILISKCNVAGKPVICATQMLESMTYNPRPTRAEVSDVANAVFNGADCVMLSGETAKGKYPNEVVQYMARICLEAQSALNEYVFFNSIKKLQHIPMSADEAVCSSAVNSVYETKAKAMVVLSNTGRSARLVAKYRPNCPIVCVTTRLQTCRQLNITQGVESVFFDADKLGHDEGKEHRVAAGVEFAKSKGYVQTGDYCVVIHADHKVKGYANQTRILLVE
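ATP generated from ADP (0.1 mM) and PEP (0.5 mM) by 0.1 nM LmPK over 1 h at room temperature (pH 7.2 imidazole buffer) was detected by coupled luciferase luminescence. Values were normalized to uninhibited and no-enzyme wells.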
AMA1 RON2 block: AMA1-RON2 (P. falciparum) interaction inhibition; AlphaScreen AMA1-biotinylated RON2 peptide binding; Potency, µM (series often up to 58.2 µM), without a hit: top-dose activity change, negative = inhibition, most hits filed as inhibitors; actives 0.2% (n = 360,000); AID 720542;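 note: potency is the fitted concentration of half-maximal effect; 0% = vehicle wells and -100% = peptide control; nearly all actives have a fitted effect of over 45% in size; some results filed as inactive show a strong effect at the top dose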
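AMA1 (3D7) with his tag at 25 nM final met compounds first, then biotinylated RON2 peptide at 25 nM; detection used donor plus acceptor beads, 10 µg/mL apiece, read by AlphaScreen after 30 min at room temperature.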
* hit, by the source's call; ? = inconclusive; . = not tested or not shown; [ ] = remark or other dose. Unless noted, calls come from the whole dose curve; as a rule, active = well fitted curve in the direction sought with a large enough effect; inconclusive = small, poorly fitted or top-dose-only effect, or another doubt; inactive = no such curve, though single readings can be large; an effect the other way counts as inactive or inconclusive. Unless noted, % is set by controls: 0 for no effect and ±100 for the full control effect. Outcome played no part in choosing rows; about 7.4% have a hit in one of these screens.

Start of the listing, in advance (3 entries):
SMILES	AmpC no deterg	AmpC detergent	TbPYK inhibitor	HCMV antiviral	Sm TGR inh	LmPK inhibitor	AMA1 RON2 block
Cc1ccc(S(=O)(=O)N2CCC(=O)N(C(COCc3ccc(Cl)cc3)C(C)C)CC2)cc1 (stereo not given)	223.5%[activator]	?	2.1%	-2.4	1.1%	0.9%	-7.4%
CCS(=O)(=O)N1CCN(Cc2ccncc2)CC1	-9.7%	-12.1%	-7.8%	27.9	5.4%	-2.6%	?
COC(=O)c1cc(NS(=O)(=O)c2ccc(N3CCCCC3)c([N+](=O)[O-])c2)cc(C(=O)OC)c1	-7.3%	-6.7%	7.0%	-25.8	-13.9%	2.3%	-16.6%

The listing, repeating the preview:
SMILES	AmpC no deterg	AmpC detergent	TbPYK inhibitor	HCMV antiviral	Sm TGR inh	LmPK inhibitor	AMA1 RON2 block
Cc1ccc(S(=O)(=O)N2CCC(=O)N(C(COCc3ccc(Cl)cc3)C(C)C)CC2)cc1 (stereo not given)	223.5%[activator]	?	2.1%	-2.4	1.1%	0.9%	-7.4%
CCS(=O)(=O)N1CCN(Cc2ccncc2)CC1	-9.7%	-12.1%	-7.8%	27.9	5.4%	-2.6%	?
COC(=O)c1cc(NS(=O)(=O)c2ccc(N3CCCCC3)c([N+](=O)[O-])c2)cc(C(=O)OC)c1	-7.3%	-6.7%	7.0%	-25.8	-13.9%	2.3%	-16.6%
O=C(COC(=O)c1ccc(=O)[nH]c1)Nc1cccc(S(=O)(=O)N2CCOCC2)c1	-3.9%	4.8%	6.3%	0.0	14.3%	4.4%	42.1%[activator]
CCOC(=O)c1c(NC(=O)C2C3CCC(O3)C2C(=O)O)sc2c1CCC(CC)C2 (stereo not given)	-32.0%	4.1%	-4.9%	?	.	-1.9%	-7.7%
Cc1ccc(C2(C)NC(=O)N(CC(=O)Nc3ccccc3N3CCCC3)C2=O)cc1 (stereo not given)	18.3%	-4.0%	0.8%	.	3.7%	.	-6.3%
CC(=O)c1c(C)[nH]c(C(=O)Nc2nc(-c3ccc(Cl)cc3)cs2)c1C	-46.4%	1.3%	-1.7%	?	-11.1%	-0.7%	1.4%
O=C(C(=O)N(Cc1ccccc1)Cc1ccccc1)c1c(-c2ccccc2)[nH]c2ccccc12	.	.	-2.5%	-34.4	.	.	-15.8%
CC1CCCC(NC(=O)CN2CCN(S(=O)(=O)c3cccs3)CC2)C1C (stereo not given)	49.8%	0.6%	-0.9%	-31.2	-11.2%	.	-5.6%
COC(=O)c1c(NC(=O)C(C)(C)C)sc2c1C(C(=O)OC)CC2 (stereo not given)	105.2%[activator]	0.1%	-8.4%	4.9	31.6µM*	7.3%	3.4%

Only AMA1 RON2 block, for some of the entries so far:
mol	AMA1 RON2 block
COC(=O)c1c(NC(=O)C(C)(C)C)sc2c1C(C(=O)OC)CC2 (stereo not given)	3.4%
CCS(=O)(=O)N1CCN(Cc2ccncc2)CC1	?
Cc1ccc(S(=O)(=O)N2CCC(=O)N(C(COCc3ccc(Cl)cc3)C(C)C)CC2)cc1 (stereo not given)	-7.4%
CC(=O)c1c(C)[nH]c(C(=O)Nc2nc(-c3ccc(Cl)cc3)cs2)c1C	1.4%

Additional results.
SMILES	AmpC no deterg	AmpC detergent	TbPYK inhibitor	HCMV antiviral	Sm TGR inh	LmPK inhibitor	AMA1 RON2 block
O=C1[C@H](Cc2ccccc2)NCCCC[C@@H](c2ccc(Cl)cc2)N1Cc1ccccc1	.	.	-2.5%	-0.2	.	.	-12.5%
O=C(CSc1nnc(-c2cccs2)o1)NCC1CN(Cc2ccccc2)CCO1 (stereo not given)	29.1%	-2.8%	4.3%	8.0	-34.5%	-10.9%	-4.7%
COc1ccc(NS(=O)(=O)c2cc(NC(=O)/C=C/c3ccccc3OC)ccc2N2CCCCC2)cc1	-43.2%	0.3%	4.5%	-11.7	-4.6%	-2.7%	-20.8%
CCCSc1ncc(Cl)c(C(=O)Nc2c(C(=O)Nc3ccccc3)oc3ccccc23)n1	.	-3.2%	7.4%	-20.1	-0.7%	.	.
CCOc1ccc(NC(=O)CN(C)C(=O)c2cc([N+](=O)[O-])ccc2N2CCCCC2)cc1OCC	26.7%	-19.5%	-5.4%	-29.4	-21.0%	.	-23.2%
CCOc1cc(OCC)cc(C(=O)N2CCC[C@@H]2C(=O)N2CCC[C@@H]2C(=O)NCc2ccccc2Cl)c1	.	.	2.6%	-15.0	.	.	0.0%
N#Cc1ccc(C(=O)Nc2nnc(-c3ccccn3)o2)cc1	-9.8%	-3.0%	-5.2%	-30.5	-19.4%	?	-3.3%
Cc1ccccc1C(=O)Nc1nnc(-c2ccco2)o1	-14.8%	-5.6%	1.1%	33.1	-2.6%	-26.6%	20.3%
Cc1ccccc1Cn1cc(NC(=O)c2cc3nc(-c4ccco4)cc(C(F)(F)F)n3n2)cn1	22.2%	2.3%	4.7%	-27.8	-2.5%	2.4%	6.4%
CCCc1cc(-c2nc(N)ncc2-c2ccc3c(c2)OCCCO3)c(O)cc1OC	-13.6%	?	7.5%	?	1.6%	0.9%	-39.0%

Reprinted at random: 2 entries already listed
SMILES	AmpC no deterg	AmpC detergent	TbPYK inhibitor	HCMV antiviral	Sm TGR inh	LmPK inhibitor	AMA1 RON2 block
COc1ccc(NS(=O)(=O)c2cc(NC(=O)/C=C/c3ccccc3OC)ccc2N2CCCCC2)cc1	-43.2%	0.3%	4.5%	-11.7	-4.6%	-2.7%	-20.8%
CCOc1cc(OCC)cc(C(=O)N2CCC[C@@H]2C(=O)N2CCC[C@@H]2C(=O)NCc2ccccc2Cl)c1	.	.	2.6%	-15.0	.	.	0.0%

Later entries:
SMILES	AmpC no deterg	AmpC detergent	TbPYK inhibitor	HCMV antiviral	Sm TGR inh	LmPK inhibitor	AMA1 RON2 block
Clc1cccc(CSc2ccc(-c3ccco3)nn2)c1	-46.8%	-0.3%	-11.3%	44.9	7.08µM*	-1.8%	?
O=C(O)CSc1nc2ccccc2c(=O)[nH]1	-7.1%	-13.1%	3.4%	-4.6	-3.7%	2.0%	20.1%
CCOc1cc(C(=O)OCC(=O)Nc2c(C)cccc2C)ccc1OCC(=O)N1CCOCC1	-25.6%	?	5.3%	30.0	5.1%	-6.5%	2.4%
COC(=O)[C@]1(C)N[C@H](CN(C)C(=O)Nc2ccc(OC)cc2)[C@@H]2C(=O)N(C)C(=O)[C@@H]21	-8.9%	.	-2.7%	-12.8	.	.	0.0%
Cc1c(C(=O)OC(C)C(C)C[N+](C)(C)C)oc2ccccc12 (stereo not given)	20.1%	-2.7%	-6.1%	-20.8	2.4%	-1.1%	-20.8%
CN1CCN(CCC(=O)Nc2ccc(Cl)cc2)CC1	.	0.4%	-0.4%	23.7	-2.8%	.	.
O=C(CC1SC(=O)N(c2ccccc2)C1=O)Nc1ccc(Cl)cc1 (stereo not given)	-46.8%	1.0%	-6.2%	-6.6	3.98µM*	3.0%	66.6%[activator]
Cc1cccc(C)c1Nc1c(-c2ccc(N3CCOCC3)cc2)nc2cnccn12	146.4%[activator]	0.0%	10.0%	-2.9	-0.2%	6.5%	19.0%
Cc1nn(-c2nc(-c3ccccc3)cc(C(F)(F)F)n2)c(C)c1Cl	.	2.1%	0.2%	-14.9	-0.1%	.	.
S=c1[nH]nc(COc2ccc(Cl)cc2)n1-c1ccccc1	-21.1%	?	8.91µM*	35.2	-16.5%	?	79.1%[activator]
O=C(C1=C(O)C(=O)N(Cc2ccco2)C1c1cccc(O)c1)c1ccco1 (stereo not given)	-19.6%	?	0.0%	-12.3	?	3.0%	0.0%
CCOC(=O)c1ccccc1NC(=O)N1CCC(N2CCN(Cc3ccccc3)C(=O)C2=O)CC1	.	5.5%	-4.1%	5.4	0.4%	.	.
Cc1ccc2nc(Cl)c(C3CC(c4cccs4)=NN3C(=O)CCCC(=O)O)cc2c1 (stereo not given)	-12.5%	?	1.4%	-25.2	0.0%	-8.1%	-10.8%
COc1cccc(C2=CC(c3ccc(OC)c(OC)c3OC)n3nnnc3N2)c1 (stereo not given)	3.4%	8.0%	-11.4%	-7.8	?	-4.6%	1.9%
Cc1cccc(CN2CCC(CNC(=O)CCNC(=O)Cn3ccc4ccccc4c3=O)CC2)c1	-5.9%	-13.1%	3.5%	28.9	0.5%	-1.6%	?
COc1ccc(C2=Nn3c(nnc3-c3ccccc3Cl)SC2)cc1OC1CCCC1	9.6%	.	-6.2%	-93.7*	.	.	.
COc1cccc(NC(=O)CSCc2n[nH]c(=O)[nH]2)c1	-16.7%	?	-9.6%	4.8	-15.7%	0.6%	-10.4%
Cc1ccc(C(=O)COC(=O)CNS(=O)(=O)c2ccc(C)cc2)cc1	-29.5%	-10.1%	0.1%	?	-7.8%	-1.2%	0.0%
CC(=O)c1ccc(N/N=C(/C(N)=O)C2=NC(C)(C)Cc3ccccc32)cc1	-1.6%	-4.4%	3.2%	?	-1.2%	2.4%	?
COc1cccc(C(=O)NCCCNC(=O)c2ccccn2)c1	-5.5%	-13.8%	1.5%	?	1.0%	-0.2%	88.9%[activator]
O=C(/C=C/c1cc(Br)ccc1O)c1ccco1	-39.8%	8.9%	-23.3%	-78.7*	14.1µM*	-1.5%	-21.3%
COC(=O)[C@@H](CC(C)C)N(Cc1ccccc1)S(=O)(=O)N(Cc1ccccc1)[C@@H](CC(C)C)C(=O)OC	-10.0%	.	-0.7%	?	.	.	-4.3%
COc1ccccc1N(CC(O)CN1C(C)CCCC1C)S(=O)(=O)c1ccccc1 (stereo not given)	-15.9%	-7.8%	0.7%	-27.0	-5.6%	-5.1%	2.3%
COc1ccc(-n2nnnc2SCC(=O)Nc2nnc(C)s2)cc1	-19.6%	-6.5%	39.2%[activator]	15.6	5.0%	-2.8%	98.5%[activator]
CN(C)S(=O)(=O)N(CC(=O)N1CCOCC1)c1ccccc1	1.6%	-8.0%	4.2%	35.6	0.0%[11.4 µM]	1.5%	6.4%
Cc1ccc(S(=O)(=O)N2CCN(C(=O)C3CCCC3)CC2)cc1C	20.1%	-1.8%	-9.1%	-18.1	0.2%	1.4%	10.0%
CCN(CC)C(=O)CSc1nc2ccccc2c(=O)n1CCC(=O)N1CCN(c2ccccc2)CC1	4.0%	?	1.7%	-23.1	-16.7%	0.6%	-4.2%
CC(=O)N1CCc2cc(S(=O)(=O)NC(CC(C)C)C(=O)N3CCCC3)ccc21 (stereo not given)	13.8%	-2.9%	0.0%	-29.6	-0.7%	-0.1%	-0.2%
Cc1cccc2cc(C#N)c(NCCNC(=O)NC3CCCCC3)nc12	-45.8%	?	1.6%	?	1.3%	1.9%	-0.1%

High-throughput results (PubChem BioAssay)
